Screening data as filed in PubChem.
p53 reactivator – restores transcriptional activity of mutant p53. 320,000 tested, 0.063% active. H1299 p53-A138V BP100-luciferase reporter, luminescence, 24 h. Potency, µM (top dose mostly 92.2 µM), for inactives: at the top dose activity change, positive = activation, usual class: activators; also: % of control where 0% means no effect; nearly all actives have a fitted effect of over 45% in size
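p53-null H1299 cells stably carrying temperature-sensitive p53-A138V and a BP100-luciferase reporter were pinned with compounds (4-point, 1:5 series) and held 24 hrs at 37 deg C. Luminescence was read 10 min after detection reagent.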
Rab9 prom act – activates the Rab9 promoter; 320,000 tested, 2.8% active; Potency, µM (series often up to 9.22 µM), for the others: at the top dose activation, negative = inhibition, actives largely listed as activators; AID 485297; Huh7 Rab9 promoter-luciferase reporter, luminescence, 24 h; also: % of control where 0% means no effect; nearly all actives have a fitted effect of over 60% in size
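Luciferase signal after 10 min detection reagent at ambient indicates Rab9 promoter upregulation; stably transfected Huh7 cells were treated 24 h with compound in DMSO at 37 °C, 5% CO2.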
FLuc counter – firefly luciferase modulation, counter-screen for miR-21 project | P08659 | 360,000 tested, 6.9% active | Potency, µM (series often up to 57.5 µM), for the others: at the highest dose activity change, negative = inhibition, actives largely listed as inhibitors | AID 588342 | purified FLuc, Km substrates, luminescence inhibition;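 also: plate controls were vehicle for no effect and reference inhibitor for full effect; nearly all actives have a fitted effect of over 55% in size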
Target sequence (P08659 whole entry, looked up): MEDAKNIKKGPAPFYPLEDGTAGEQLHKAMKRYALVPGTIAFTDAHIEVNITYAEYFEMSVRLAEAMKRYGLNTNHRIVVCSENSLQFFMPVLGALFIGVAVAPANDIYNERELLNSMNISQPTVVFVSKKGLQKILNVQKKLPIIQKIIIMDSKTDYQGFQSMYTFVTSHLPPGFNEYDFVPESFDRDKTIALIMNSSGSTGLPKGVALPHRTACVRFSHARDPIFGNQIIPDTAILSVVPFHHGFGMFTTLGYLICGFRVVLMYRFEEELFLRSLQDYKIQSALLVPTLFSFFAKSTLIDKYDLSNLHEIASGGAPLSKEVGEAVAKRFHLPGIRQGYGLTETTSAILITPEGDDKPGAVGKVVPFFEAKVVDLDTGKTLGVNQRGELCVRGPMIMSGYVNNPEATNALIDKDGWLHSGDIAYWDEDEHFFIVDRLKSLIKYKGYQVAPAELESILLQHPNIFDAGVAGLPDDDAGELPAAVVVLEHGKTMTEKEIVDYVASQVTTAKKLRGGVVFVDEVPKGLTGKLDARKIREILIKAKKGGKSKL
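Purified P. pyralis luciferase (10nM final) with 10uM D-luciferin and 10uM ATP (Km levels) in 50mM Tris acetate pH 7.5, 10mM Mg acetate, 0.01% Tween-20, 0.05% BSA; qHTS 6-point titration, ~60 µM downward; luminescence read.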
ELG1 genotox – genotoxicity induction in ELG1-luciferase HEK293T cells. HEK293T ELG1-luciferase reporter, luminescence, 16 h. Potency, µM (top dose mostly 46 µM), for inactives: at the top dose activity change, positive = activation, actives largely listed as activators. 330,000 tested, 1.3% active. AID 504466; also: % of control where 0% means no effect; nearly all actives have a fitted effect of over 60% in size
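Cells (2,000/well) expressing the ELG1-luciferase fusion are dosed by pin tool and kept 16 hr at 37 °C, 5% CO2. Signal comes from ONE-Glo luciferase reagent after 30 min at room temperature.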
NPC1 promoter act – NPC1 promoter activation; Huh7 NPC1 promoter luciferase reporter, 24 h; Potency, µM (top dose mostly 9.22 µM), for inactives: at the highest dose activation, usual class: activators; 320,000 tested, 2.4% active;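 also: % of control where 0% means no effect; nearly all actives have a fitted effect of over 60% in size; reporter is driven by a mutant NPC1 promoter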
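Luminescence read-out of NPC1 promoter-driven luciferase in stably transfected Huh7 cells; compounds delivered in DMSO and left 24 h at 37C, 5% CO2, qHTS titration format.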
VP16 counter – counter-screen for ROR gamma inhibitors: Gal4-VP16 reporter; Drosophila S2 Gal4-VP16 UAS-luciferase, luminescence, 20 h; AID 2546; Potency, µM (top dose mostly 53.6 µM), without a hit: at the top dose activity, negative = inhibition, actives largely listed as inhibitors; 310,000 tested, 3.5% active;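 also: Gal4-VP16 expression switched on by copper sulfate through the metallothionein promoter; % is scaled to controls: 0 for no effect and ±100 for the full control effect; nearly all actives have a fitted effect of over 50% in size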
uPA generation – inhibitors of cell surface uPA generation | cell surface uPA generation assay, qHTS | Potency, µM (series often up to 38.3 µM), without a hit: at the top dose activity change, negative = inhibition, most hits filed as inhibitors | 330,000 tested, 0.31% active | AID 540303; active = well fitted inhibition curve with a large enough effect; inconclusive = small, poorly fitted or top-dose-only effect; inactive = no such curve, though single readings can be large or run the other way; tested in mouse RAW 264.7 cells; also: % is scaled to controls: 0 for no effect and ±100 for the full control effect; nearly all actives have a fitted effect of over 55% in size
MBNL1-CUG inh – MBNL1-poly(CUG) RNA binding inhibition; TR-FRET MBNL1-His/biotin-(CUG)12 binding, 665/545 ratio; Potency, µM (series often up to 57.5 µM), without a hit: top-dose activity change, negative = inhibition, most hits filed as inhibitors; 280,000 tested, 0.036% active; active = well fitted inhibition curve with a large enough effect in the signal ratio, with a control signal flat, not every such curve was filed as active; inconclusive = small, poorly fitted or top-dose-only effect, or effect the other way, or a change in a side signal; inactive = no such curve, though single readings can be large or run the other way; the % refers to the signal ratio; also: % is scaled to controls: 0 for no effect and ±100 for the full control effect
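His-tagged MBNL1 binding to biotinylated (CUG)12 RNA was measured by TR-FRET using terbium anti-His antibody (0.055 ng/ul final) and streptavidin-XL665 (5 nM final). Compounds were titrated 92 nM to 58 uM; 60 min at room temperature.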
RORg inh – inhibitors of mouse ROR gamma transcriptional activity. P51450. Drosophila S2 Gal4-RORgamma UAS-luciferase reporter, 20 h. Potency, µM (series often up to 53.6 µM), without a hit: at the highest dose activity change, negative = inhibition, most hits filed as inhibitors. 310,000 tested, 5.4% active; also: % is scaled to controls: 0 for no effect and ±100 for the full control effect; nearly all actives have a fitted effect of over 60% in size
Target sequence (P51450 whole entry, looked up, the tested form may be a part): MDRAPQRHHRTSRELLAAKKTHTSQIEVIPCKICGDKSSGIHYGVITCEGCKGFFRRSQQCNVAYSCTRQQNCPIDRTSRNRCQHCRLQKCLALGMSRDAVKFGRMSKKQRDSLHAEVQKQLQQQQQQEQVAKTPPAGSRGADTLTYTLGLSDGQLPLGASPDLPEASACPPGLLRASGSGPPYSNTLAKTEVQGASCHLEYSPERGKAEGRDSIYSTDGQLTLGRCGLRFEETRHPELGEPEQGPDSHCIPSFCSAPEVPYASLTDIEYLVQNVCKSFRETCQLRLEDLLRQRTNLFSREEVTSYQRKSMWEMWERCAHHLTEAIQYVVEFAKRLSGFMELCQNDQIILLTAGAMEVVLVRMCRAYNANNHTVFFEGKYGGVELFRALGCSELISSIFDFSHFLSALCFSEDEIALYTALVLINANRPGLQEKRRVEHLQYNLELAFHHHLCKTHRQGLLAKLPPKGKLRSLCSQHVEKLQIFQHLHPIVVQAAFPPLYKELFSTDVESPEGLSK
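Drosophila Schneider cells stably carrying a metallothionein-driven Gal4 DBD–ROR gamma fusion and a UAS-Photinus luciferase reporter were exposed to compound for 1 hr, then induced with copper sulfate (700 uM final) for 20 hr at ambient temperature before luminescence reading.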
BRCA1 expr act – activators of BRCA1 expression | MCF7-BRCA1-FFLuc reporter, luminescence, 48 h; response scale: scaled: vehicle 0%, 10 µM genistein 100% | 380,000 tested, 1.1% active | Potency, µM (titrated, usually from 46.1 µM), for inactives: top-dose activation, hits mostly activators; also: nearly all actives have a fitted effect of over 80% in size; some results filed as inactive show a strong effect at the top dose
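Reporter cells (MCF7, BRCA1 promoter-firefly luciferase) received library compounds across a concentration series for 48 h. End-point luminescence was measured and concentration-effect curves derived after normalization.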
Starred values were filed as active, the others as inactive; ? = inconclusive; · = not tested or not shown; [ ] = remark or other dose. Unless noted, calls follow the shape of the dose curve; as a rule, active = well fitted curve in the direction sought with a large enough effect; inconclusive = small, poorly fitted or top-dose-only effect, or another doubt; inactive = no such curve, though single readings can be large; an effect the other way counts as inactive or inconclusive. Potency is read from the fitted curve at half-maximal effect.

SMILES	p53 reactivator	Rab9 prom act	FLuc counter	ELG1 genotox	NPC1 promoter act	VP16 counter	uPA generation	MBNL1-CUG inh	RORg inh	BRCA1 expr act
Cc1cc(Cl)ccc1C(=O)C1CCCN(C(=O)/C=C/c2cnn(C)c2)C1 (stereo not drawn)	-2%	-5%	3%	-2%	-2%	-20%	-10%	4%	6%	-12%
COc1ccc(OC)c(CC(=O)Nc2ccc3c(c2)CCC3)c1	2%	-1%	-11%	0%	-1%	-4%	5%	2%	25%	-16%
CC(=O)Nc1ccc(NC(=O)Cn2ccc([N+](=O)[O-])n2)cc1	0%	0%	-2%	-1%	-1%	6%	-4%	14%	5%	-6%
O=C1c2ccc(Cl)cc2S(=O)(=O)c2cccc(C(=O)N3CCN(c4ccc(Cl)cn4)CC3)c21	-9%	2%	1%	-3%	-6%	·	-6%	·	·	-34%
CCC(CC)C(=O)Nc1nnc(CCc2ccccc2)s1	-2%	-3%	4%	2%	0%	4%	5%	-2%	0%	8%
CCOC(=O)c1c(C)nc(-c2ccccc2)nc1NC(=O)CC	?	7%	?	?	?	7%	-3%	11%	12%	70%
COc1ccc(NS(=O)(=O)c2cc(NC(=O)c3cccs3)ccc2N2CCOCC2)cc1	-6%	-6%	0%	-6%	-8%	-2%	?	-6%	1%	-39%
CS(=O)(=O)N1CCc2cc(C(=O)Nc3ccc(Br)cc3)ccc21	1%	20%	-9%	2%	?	-5%	2%	-4%	-33%	36%
COc1ccc(OCC(=O)Nc2ccccc2C(=O)NC2CC2)cc1	-9%	2%	·	1%	-4%	·	12%	·	·	-2%
CCOc1ccc(N2C(=O)C3Sc4[nH]c(=O)sc4C(c4ccc(OC)c(OC)c4)C3C2=O)cc1 (stereo not drawn)	3%	-19%	-3%	0%	-8%	3%	2%	-1%	-25%	-2%
COc1cc(OC)c(-n2cc(-c3ccc(OC)c(OC)c3)[nH]c2=S)cc1Cl	1%	0%	0%	1%	-7%	16µM*	-4%	3%	7.9µM*	17%
N#Cc1sc(NCc2ccccn2)nc1Cl	-1%	-3%	-2%	4%	-4%	16%	-1%	-2%	-21%	-7%
Cc1ccc(NC(=O)C2CC(c3ccc(F)cc3)=NO2)cc1 (stereo not drawn)	1%	15%	0%	2%	0%	-8%	·	-17%	-4%	13%
CC(C)[C@@H](NC(=O)C1CCC(CNC(=O)[C@H](Cc2ccccc2)NC(=O)OC(C)(C)C)CC1)C(=O)O (stereo partly drawn)	-8%	-2%	-1%	1%	2%	1%	1%	-7%	5%	3%
O=C(NCCCCc1ccccc1)C12CN(Cc3ccccc3)CC1C(c1cccc([N+](=O)[O-])c1)=NO2 (stereo not drawn)	2%	3%	16%	-11%	2%	-13%	8%	10%	-7%	7%
COC(=O)COc1ccc(S(=O)(=O)Nc2ccc(NC(C)=O)cc2)cc1	-5%	-2%	2%	-4%	-1%	-5%	5%	-8%	-8%	20%
Cc1ccc(-n2nc3c(=O)n(CCCC(=O)NCC(C)c4ccccc4)nc(C)c3c2C)cc1 (stereo not drawn)	14%	-14%	?	-8%	-3%	-5%	?	-1%	6%	0%
C=CCCCCCCCCC(=O)NNC1=CC(=O)CC(C)(C)C1	-3%	5%	0%	1%	11%	-7%	3%	-3%	14%	-6%
CCOc1ccc(NC(=O)C2CC(=O)N(c3ccc4c(c3)OCCO4)C2)cc1OCC (stereo not drawn)	1%	-1%	1%	-3%	2%	·	4%	·	·	-37%
C[C@H](CO)N1C[C@H](C)[C@@H](CN(C)C(=O)NC2CCCCC2)Oc2c(NS(=O)(=O)c3ccc(F)cc3)cccc2C1=O	1%	·	·	-2%	·	·	1%	·	·	-35%
O=C(COC(=O)CC(c1ccccc1)c1ccccc1)Nc1cccc(F)c1	4%	-8%	1%	-1%	-1%	-6%	4%	·	-4%[10 µM]	-24%
CN(CC(=O)Nc1ccc(Cl)c(C(F)(F)F)c1)C(=O)c1cc(=O)c2ccccc2o1	-1%	1%	7%	0%	-2%	·	?	·	·	-19%
COc1ccc(-n2nnnc2SCc2nc3ccccc3s2)cc1	?	?	11µM*	16µM*	14%	3%	2%	1%	15%	92%
Cc1ccc(/C(N)=N/OC(=O)CCc2ccccc2)cc1	?	9%	15µM*	?	21%	2%	10%	-1%	23%	?
CC(=O)N1CCN(c2ccc(NCc3ccc(C)cc3)cc2)CC1	0%	-1%	3%	0%	-1%	5%	-6%	10%	1%	-40%
CCn1cc([N+](=O)[O-])c(C(=O)N2CCOCC2)n1	-5%	-1%	2%	-1%	-2%	-7%	1%	5%	0%	-15%
CC(C)CCn1c(SCC(=O)OCn2nnc3ccccc3c2=O)nc2ccccc2c1=O	-6%	-2%	0%	0%	0%	9%	4%	9%	5%	0%
O=C(Nc1cccc(Cl)c1)OCc1ccccn1	16%	4µM*	27µM*	?	?	0%	1%	-9%	19%[10 µM]	?
CCCN(C(=O)c1nc2nccc(C)n2n1)c1c(N)n(Cc2ccccc2)c(=O)[nH]c1=O	25%	-4%	-2%	-2%	-2%	·	-9%	·	·	3%
CC(C)(C)c1ccc(C(=O)NCC(=O)OCC(=O)NC(=O)NC2CCCC2)cc1	18%	-6%	?	6%	-3%	·	-5%	·	·	21%
O=C(c1ccc(S(=O)(=O)Nc2ccccc2F)cc1)N1CCCCCC1	1%	-4%	-1%	-1%	2%	·	-1%	·	·	2%
COc1ccc(Cl)cc1S(=O)(=O)N1CCC(C(=O)NCC2CCCO2)CC1 (stereo not drawn)	·	0%	0%	2%	1%	·	17%	-6%	·	-20%
COc1ccc([C@H](NC(=O)OC(C)(C)C)C(=O)OC(C)(C)C)cc1	?	2%	-1%	3%	-5%	·	-1%	·	·	10%
Nc1nccnc1C(=O)OCC(=O)NCCc1ccc(S(N)(=O)=O)cc1	-3%	4%	3%	-2%	-3%	·	-5%	·	·	2%
Cc1c(O)c(CN2CCCC2)cc2c1oc(=O)c1ccccc12	-2%	-1%	2%	-1%	1%	0%	0%	17%	-13%	1%
CCC1CCC2(CC1)NC(=O)N(CC(=O)Nc1cc(C)on1)C2=O (stereo not drawn)	-7%	-5%	3%	0%	-3%	-2%	-4%	-6%	16%	-12%
CCOC(=O)c1c(NC(=O)COC(=O)CCS(=O)(=O)c2ccc(C)cc2)sc(C)c1C	-12%	2%	5%	13%	1%	-3%	-14%	-1%	-2%	-3%
O=C(CCN1C(=O)c2cccc3cccc(c23)C1=O)N1CCN(Cc2ccc3c(c2)OCO3)CC1	1%	2%	5%	-10%	-3%	-3%	·	?	1%	-22%
COc1ccccc1Nc1ccc(C(=O)O)cc1[N+](=O)[O-]	1%	-6%	?	-15%	0%	5%	4%	?	12%	0%
CN(C)CCCNC(=O)C[C@H]1C[C@H](C(=O)N2CCOCC2)[C@@]2(CCC3CCCC3)c3[nH]c4cc(-c5ccco5)ccc4c3CCN2C1=O	2%	·	·	?	·	·	1%	·	·	-1%
C=CCNC(=S)NNC(=O)c1csc(C)c1C	2%	3%	-1%	1%	7%	7.9µM*	7%	-29%	?	-46%
CC(C)n1nc(C(=O)OCn2nnc3ccccc3c2=O)c2ccccc2c1=O	-1%	8%	1%	0%	-3%	-2%	-1%	?	-25%	-5%
N#CC1(NC(=O)COC(=O)c2ccc(Cl)nc2)CCCCC1	2%	2%	1%	4%	-4%	·	-1%	·	·	-12%
C/C(=N\NC(=O)c1cnccn1)c1ccc([N+](=O)[O-])cc1	3%	14%	-11%	-1%	0%	9%	5%	?	13%	27%
O=C(Cn1cncn1)NCCCc1ccccc1	-2%	-9%	0%	-6%	2%	11%	-12%	-5%	5%	-11%
CC(C)C(=O)n1nc(-c2cccnc2)nc1NCc1cccs1	4%	-2%	1%	0%	2%	-25%	-4%	-8%	10%	6%
Cc1nc(NC2=NC(C(=O)Nc3ccc(Cl)cc3)CC(=O)N2)nc2ccccc12 (stereo not drawn)	-1%	11%	0%	-1%	5%	-3%	·	-2%	9%	·
Nc1nnc(-c2ccc(Cl)cc2)o1	2%	3%	?	3%	4%	4%	-10%	6%	-11%	9%
O=C(CCNS(=O)(=O)c1ccc(Cl)cc1)OCC(=O)c1ccc[nH]1	0%	-1%	3%	0%	1%	0%	2%	-5%	9%	-16%
Nc1ccc(C(=O)Nc2cccc(NC(=O)c3ccc(N)cc3)c2)cc1	·	21%	11µM*	7%	4%	·	-2%	-1%	·	13%
Cc1onc(-c2ccccc2Cl)c1C(=O)Nc1ccc(Br)cc1	-2%	-1%	1%	-7%	-1%	-3%	1%	-4%	-14%	-16%
COc1ccccc1/C=C/C(=O)NCC(=O)N/N=C/c1cc(Br)ccc1OC	7%	-2%	-2%	-1%	-2%	-24%	0%	8%	13µM*	-65%

Entries of single compounds as entered above.
Nc1ccc(C(=O)Nc2cccc(NC(=O)c3ccc(N)cc3)c2)cc1 across the screens: p53 reactivator = ·; Rab9 prom act = 21%; FLuc counter = 11µM*; ELG1 genotox = 7%; NPC1 promoter act = 4%; VP16 counter = ·; uPA generation = -2%; MBNL1-CUG inh = -1%; RORg inh = ·; BRCA1 expr act = 13%
Nc1nnc(-c2ccc(Cl)cc2)o1 across the screens: p53 reactivator = 2%; Rab9 prom act = 3%; FLuc counter = ?; ELG1 genotox = 3%; NPC1 promoter act = 4%; VP16 counter = 4%; uPA generation = -10%; MBNL1-CUG inh = 6%; RORg inh = -11%; BRCA1 expr act = 9%

Not a hit list; about 13% have a hit in one of these screens.
